Pol iota inh = blocks human DNA polymerase iota activity; Q9UNA4; Pol iota fluorescent replication assay, 10 min; Potency, µM (doses to about 115 µM), without a hit: at the highest dose activity, negative = inhibition, most hits filed as inhibitors; hit rate 1% among 390,000; note: potency is the fitted concentration of half-maximal effect
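Fluorescent replication assay read twice, at 0 min and 10 min after adding 50 nM (final) substrate. Enzyme (10 nM) and compounds were first incubated 15 min at room temperature; enzyme-free buffer wells were negative controls.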
POLB inh = DNA polymerase beta (human) inhibition. P06746. hit rate 1.3% among 340,000. AID 485314. Pol beta primer extension/strand displacement, fluorescence kinetic. Potency, µM (titrated, usually from 114 µM), without a hit: top-dose activity change, negative = inhibition, hits mostly inhibitors; note: potency is the fitted concentration of half-maximal effect; % is set by controls: 0 for no effect and ±100 for the full control effect
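Curves were derived by four-parameter Hill fits of normalized qHTS data. The kinetic fluorescent primer-extension read was taken at 0 and 10 min after 50 nM substrate, following a 15 min room-temperature preincubation of 10 nM enzyme with compounds.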
12-LOX inh = blocks human arachidonate 12S-lipoxygenase; P18054; purified 12hLO, xylenol orange hydroperoxide absorbance; Potency, µM (highest dose often 108 µM), for inactives: top-dose activity change, negative = inhibition, hits mostly inhibitors; hit rate 1.1% among 580,000; note: potency is the fitted concentration of half-maximal effect; % is set by controls: 0 for no effect and ±100 for the full control effect
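Hydroperoxide product was detected by ferrous iron/xylenol orange as the 573 to 405 nm absorbance ratio. Arachidonic acid at 40 uM (final) was turned over for 30 min at room temperature by 150 nM human 12hLO, pH 7.0 Hepes buffer, after 15 min compound preincubation.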
ERG Ets-DNA blk = ERG Ets/DNA interaction inhibition. P11308. fluorescence polarization, His-ERG Ets domain / labelled DNA. Potency, µM (highest dose often 76.9 µM), for inactives: at the highest dose FP activity, negative = inhibition, hits mostly inhibitors. hit rate 0.028% among 370,000; active = well fitted inhibition curve with a large enough effect in the polarisation, with a control signal flat; inconclusive = small, poorly fitted or top-dose-only effect, or effect the other way, or a change in a side signal; inactive = no such curve, though single readings can be large or run the other way; the % refers to the polarisation;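 note: polarization taken with two DNA probes labelled with fluorescein and Texas red; potency is the fitted concentration of half-maximal effect; % of control where 0% means no effect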
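His-tagged ERG Ets domain (1 uM in the protein solution; 300mM KCl, 50mM Tris-HCl, 1mM EDTA, 1mM DTT, pH 7.5) received compound, then a probe mix of 5 nM fluorescein-DNA and 100nM Texas-615-DNA. Fluorescence polarization was read for both dyes.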
TRHR agonist = TRH receptor (human) agonism. activation, % at 2 µM. AID 493084. hit rate 0.18% among 360,000. TRHR cells, calcium flux fluo-8, FDSS agonist mode. P34981; in the data active = activation above about 30%; note: 0% is about no effect
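Fluo-8-loaded TRHR cells; 10 s baseline, compound added, kinetic Ca2+ fluorescence read 1/s, agonist mode.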
Pol kappa inh = inhibitors of human DNA polymerase kappa | Q9UBT6 | hit rate 0.53% among 400,000 | Potency, µM (highest dose often 107 µM), inactives show at the highest dose activity, negative = inhibition, most hits filed as inhibitors | purified Pol kappa, fluorescent DNA synthesis assay, 10 min; note: potency is the fitted concentration of half-maximal effect; % is set by controls: 0 for no effect and ±100 for the full control effect
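Pol kappa 10 nM + cpd, 15 min RT; start w/ substrate 50 nM final; fluorescence kinetic read, 0 and 10 min. Neg ctrl: buffer, no enzyme.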
BLM helicase inh = inhibitors of human Bloom syndrome helicase BLM; P54132; recombinant BLM DNA unwinding, fluorescence dequenching; Potency, µM (top dose mostly 56.1 µM), inactives show top-dose activity change, negative = inhibition, most hits filed as inhibitors; hit rate 0.2% among 350,000; AID 2528;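 note: potency is the fitted concentration of half-maximal effect; plate controls were vehicle for no effect and no enzyme for full effect; nearly all actives have a fitted effect of over 35% in size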
Anesthetic bind = binds horse apoferritin like a general anesthetic. AID 485281. hit rate 0.074% among 350,000. apoferritin/1-aminoanthracene competitive binding, fluorescence. Potency, µM (titrated, usually from 77.5 µM), for inactives: at the top dose activity change, negative = displacement, actives largely listed as inhibitors. P02791; note: potency is the fitted concentration of half-maximal effect; % is set by controls: 0 for no effect and ±100 for the full control effect; nearly all actives have a fitted effect of over 20% in size
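Horse-spleen apoferritin (10 uM) in 50% saturated 1-aminoanthracene in PBS was incubated 10 min at room temperature with compound. Fluorescence (ex 380, em 535 nm) was normalized to free and bound 1-AMA, with concentration-response fitted by a four-parameter Hill equation.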
APE1 inh = APE1 (human) endonuclease inhibition; Potency, µM (top dose mostly 65.8 µM), inactives show at the top dose activity change, negative = inhibition, usual class: inhibitors; P27695; recombinant APE1, TAMRA/BHQ-2 abasic DNA cleavage fluorescence; hit rate 0.35% among 350,000;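 note: potency is the fitted concentration of half-maximal effect; plate controls were vehicle for no effect and reference inhibitor for full effect; nearly all actives have a fitted effect of over 55% in size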
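Quantitative HTS: incision of a TAMRA/BHQ-2 double-stranded substrate bearing a tetrahydrofuran abasic site by 0.75 nM APE1 raises fluorescence. Substrate 50 nM final, added after 15 min compound preincubation at room temperature; progress as third-minus-first kinetic read difference.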
The depositor's hits bear a star; ? = inconclusive; · = no result given; & = joins results of further samples; [ ] = remark or other dose. Unless noted, calls come from the whole dose curve; as a rule, active = well fitted curve in the direction sought with a large enough effect; inconclusive = small, poorly fitted or top-dose-only effect, or another doubt; inactive = no such curve, though single readings can be large; an effect the other way counts as inactive or inconclusive.

SMILES | Pol iota inh | POLB inh | 12-LOX inh | ERG Ets-DNA blk | TRHR agonist | Pol kappa inh | BLM helicase inh | Anesthetic bind | APE1 inh
Cc1ccccc1C1=NC(c2ccc(F)cc2F)ON1 (stereo not drawn) | 3% | ? | ? | -10% | -0.7 | -4% | -2% | -4% | 0%
O=C(NCc1cccnc1)c1ccc(CS(=O)(=O)c2ccc(Br)cc2)o1 | 13% | 29% | 465%[activator] | 5% | -0.1 | 4% | -4% | -12% | 8%
O=c1[nH]c(CCl)nc2cc(-c3ccc(F)cc3)sc12 | 17% | 2% | -28% | -10% | -0.9 | -2% | -2% | 1% | -5%
C=CCNC(=O)COc1ccc(Br)cc1Cl | 19% | 8% | 0% | 0% | -0.6 | -10% | -4% | -10% | 14%
COc1ccc(-n2cnc3ccccc32)cc1 | 26% | 6% | -14% | · | 0.0 | -4% | 2% | -17% | 2%
O=C(NCc1ccccc1Br)c1ccncc1 | 10% | 1% | · | -17% | -1.6 | 12% | -2% | -7% | 33%
O=C(Nc1ccc2c(c1)OCO2)C1CCCCC1 | 6% | -13% | -7% | 6% | -0.3 | -1% | 0% | ? | 8%
CCN(CC)CC(=O)Nc1ccccc1SCC(=O)Nc1ccsc1C(=O)OC | 147%[activator] | 22% | 4% | -6% | -0.3 | -9% | -8% | -5% | -2%
COc1ccc(NC(=O)Nc2nnc(N3CCCCC3C)s2)cc1OC (stereo not drawn) | 6% | ? | -9% | 1% | 0.2 | 1% | -7% | -23% | ?
O=C(NCC(c1ccc2c(c1)OCO2)N1CCOCC1)c1ccccc1F (stereo not drawn) | 5% | 1% | ? | -8% | -0.2 | 0%[60.1 µM] | -2% | 3% | ·
CC1(C)Cc2c(c(N3CCOCC3)nc3sc4c(=O)[nH]cnc4c23)CS1 | ? | 21% | ? | -2% | -0.1 | -7% | -5% | -20% | 12%
CCN(CC)c1ccc(C(=O)NCc2ccc3c(c2)CCN3C(=O)c2cccc(C)c2)cc1 | 27% | -1% | -14% | 3% | -0.1 | -12%[60.1 µM] | -5% | 28% | ·
CC(/C=N/NC(=O)c1ccncc1)=C\c1ccco1 | 1% | -9% | -1% | 3% | -0.5 | -18% | -11% | -8% | -4%
CCC(=O)Nc1ccc(NC(=O)C23CC4CC(CC(C4)C2)C3)cn1 | ? | 11% | -33% | 5% | 0.3 | -12% | -5% | ? | -1%
CCn1cc(C(=O)NCCN(C)CCc2ccccc2)c(=O)c2cc(S(=O)(=O)N(C)C)ccc21 | -6% | -2% | 0% | 4% | -0.3 | -21% | 6% | -21% | -2%

Entries listed so far with sulfur:
SMILES | Pol iota inh | POLB inh | 12-LOX inh | ERG Ets-DNA blk | TRHR agonist | Pol kappa inh | BLM helicase inh | Anesthetic bind | APE1 inh
O=C(NCc1cccnc1)c1ccc(CS(=O)(=O)c2ccc(Br)cc2)o1 | 13% | 29% | 465%[activator] | 5% | -0.1 | 4% | -4% | -12% | 8%
O=c1[nH]c(CCl)nc2cc(-c3ccc(F)cc3)sc12 | 17% | 2% | -28% | -10% | -0.9 | -2% | -2% | 1% | -5%
CCN(CC)CC(=O)Nc1ccccc1SCC(=O)Nc1ccsc1C(=O)OC | 147%[activator] | 22% | 4% | -6% | -0.3 | -9% | -8% | -5% | -2%
COc1ccc(NC(=O)Nc2nnc(N3CCCCC3C)s2)cc1OC (stereo not drawn) | 6% | ? | -9% | 1% | 0.2 | 1% | -7% | -23% | ?
CC1(C)Cc2c(c(N3CCOCC3)nc3sc4c(=O)[nH]cnc4c23)CS1 | ? | 21% | ? | -2% | -0.1 | -7% | -5% | -20% | 12%
CCn1cc(C(=O)NCCN(C)CCc2ccccc2)c(=O)c2cc(S(=O)(=O)N(C)C)ccc21 | -6% | -2% | 0% | 4% | -0.3 | -21% | 6% | -21% | -2%

More results follow:
SMILES | Pol iota inh | POLB inh | 12-LOX inh | ERG Ets-DNA blk | TRHR agonist | Pol kappa inh | BLM helicase inh | Anesthetic bind | APE1 inh
O=S(=O)(c1ccccc1)c1nc(-c2ccccc2)oc1NCc1cccnc1 | 0% | 0% | -19% | -9% | 0.1 | -10% | -3% | -11% | ?
O=C(COc1coc(CN2CCc3ccccc3C2)cc1=O)Nc1cccc(Cl)c1 | -11% | · | ? | 10% | 0.0 | -11% | · | · | 3%
C1=C[C@@H]2CCN(Cc3ccccc3)Cc3cccc(c32)C1 | 18% | · | -16% | -4% | 1.1 | 11% | · | · | 33%[activator]
O=C(COC(=O)COc1ccccc1)Nc1ccc(S(=O)(=O)N2CCOCC2)cc1 | 14% | 13% | 10% | 16% | 0.4 | -14% | -2% | -17% | 5%
COc1ccccc1NS(=O)(=O)c1cccc(NS(=O)(=O)c2ccc(Cl)c(C(=O)O)c2)c1 | -24% | · | 0% | -12% | · | -9% | · | · | 3%
FC(F)(F)c1nc2ccccc2n2c(-c3ccc(Cl)cc3)nnc12 | 4% | ? | 18% | 2% | -0.6 | -11% | -3% | -8% | -5%
Cc1ccc(NC(=O)c2nnn(-c3cccc(C(F)(F)F)c3)c2N)cc1 | 93%[activator] | 0% | -3% | 0% | -0.2 | -10% | -2% | -2% | -3%
Cc1ccc(/C(N)=N/OC(=O)CCCc2ccccc2)cc1 | 71%[activator] | -5% | 36% | 1% | 1.3 | -9% | -2% | 0% | 12%
COc1ccccc1CCNC(=O)c1cc(COc2cccc(C(F)(F)F)c2)on1 | -11% | -18% | -3% | 4% | 1.4 | -16% | -12% | 5% | 20%
CCN(CC)CC(O)Cn1c2ccccc2c2ccccc21 (stereo not drawn) | -2% | 10% | -18% | -2% | 0.0 | -10% | 2% | -16% | 2%
CC(C)(Oc1ccc(Cl)cc1)C(=O)NCc1ccco1 | -2% | ? | 24% | -6% | -1.3 | -10% | -2% | -8% | -5%
Clc1ccccc1-c1nnc2sc(-c3ccco3)nn12 | 256%[activator] | -3% | -5% | 3% | 1.1 | -20% | 2% | -13% | 5%
CC[C@H](C)[C@H](NC(=O)[C@@H](N)CCC(=O)O)C(=O)N[C@@H](CC(C)C)C(=O)N[C@@H](CC(=O)O)C(=O)N[C@H](C(=O)N1CCC[C@H]1C(=O)N[C@@H](CO)C(=O)N[C@H](C(=O)O)[C@@H](C)O)C(C)C | · | · | · | · | · | 19%[60.1 µM] | 0% | 1% | -6%
O=c1o[nH]c(-c2ccccc2)c1C1=NCCCCC1 | 3% | 6% | 3% | 12% | 0.2 | 1% | -1% | -9% | -2%
CC1CCCC(NC(=O)CCNS(=O)(=O)c2ccc(Br)cc2)C1C (stereo not drawn) | 7% | 32% | ? | 21% | -0.3 | -14% | -10% | ? | 13%
COCc1cc(C)nc2sc3c(=O)n(Cc4ccco4)nnc3c12 | -7% | 59% | 19%[57.4 µM] | -5% | -0.4 | -13% | -1% | -17% | -3%
Cn1cc(P(=S)(N2CCOCC2)N2CCOCC2)cc1P(=O)(N1CCOCC1)N1CCOCC1 | 52%[activator] | 12% | 0% | 20% | 0.0 | -6% | 1% | -2% | -2%
COc1ccc(NC(=O)/C(C#N)=C\C=C\c2ccco2)cc1 | ? | ? | ? | 5% | -0.2 | ? | -15% | ? | 0%
Cc1nc(-n2[nH]c3c(c2=O)CCCC3)[nH]c(=O)c1Cc1ccccc1 | ? | -19% | 0% | 3% | -0.2 | ? | -3% | -15% | -10%
COc1ccccc1OCc1cc(C(=O)NCc2ccc(N3CCCC3=O)cc2)no1 | 16% | 7% | -2% | 22% | -1.0 | -14% | -16% | -12% | 5%
O=C(NC(=S)NCC1COc2ccccc2O1)c1ccccc1 (stereo not drawn) | 4% | 11% | ? | 2% | 0.1 | -7% | 6% | -6% | -5%
COc1cc(O)c2c(=O)c(O)c(-c3ccc(O)c(O)c3)oc2c1 | · | · | · | · | · | 0.95µM* | -17%&-15% | 5%&-8% | ?
CCOC(=O)c1[nH]c(C)c(/C(O)=C2\C(=O)C(=O)N(CCN(C)C)C2c2cccc(OC)c2OC)c1C (stereo not drawn) | 3%[58.9 µM] | -5% | 6% | 1% | -0.6 | -8% | 2% | -8% | ?
CCCCNCCOCCOc1ccc(C)cc1Br | 14% | 69% | -21% | -3% | 1.2 | -1% | -4% | -1% | 4%
O=C(CCN1c2ccccc2Sc2ccccc21)OCc1nnc(-c2ccccc2)o1 | -2% | -2% | -8% | -2% | 0.1 | 5% | -10% | 76%[activator] | 21%
Cc1nc(CSc2nnc3scc(-c4ccc(Cl)cc4)n23)cs1 | -1% | -1% | 0% | -2% | -0.9 | 0% | -1% | -1% | 4%
c1cncc(-c2nnc(C3CCCCC3)o2)c1 | 8% | 3% | · | 9% | -0.2 | -3% | 0% | -11% | 7%
CC(C)c1ccc(NC2CCCN(C(=O)c3n[nH]c4c3CCC4)C2)cc1 (stereo not drawn) | 12% | 2% | -5% | 0% | 0.4 | -6% | 1% | -10% | 7%
Cc1ccc(Nc2cc(C)nc3ncnn23)cc1 | 184%[activator] | 20% | -14% | 0% | -0.2 | -5% | 1% | -11% | 46%[activator]
CCN1C(=O)c2ccccc2Sc2ccc(NC(=O)c3cccc(C)c3)cc21 | 4% | 4% | ? | -7% | -0.4 | -9%[60.1 µM] | -12% | -1% | ·
O=C(NCCCN1CCOCC1)c1ccc(NS(=O)(=O)c2cccc([N+](=O)[O-])c2)cc1 | 26% | 13% | -4% | -1% | 0.5 | -2% | -2% | 1% | 22%
CC1CC(C)CN(C2CCN(Cc3cccnc3)CC2)C1 (stereo not drawn) | · | -1% | ? | · | 0.1 | · | 2% | -3% | 1%
Cn1nnc2c(N3CCN(c4ccccc4)CC3)ncnc21 | -9% | 14% | -28% | 2% | -0.6 | -5%[60.1 µM] | 1% | -21% | ·
O=C(Cn1c(=O)n(CCCCC(=O)NC2CCCC2)c(=O)c2ccccc21)NCCC1=CCCCC1 | 11% | 7% | 0% | 10% | -0.5 | 6% | 6% | 1% | -3%

Screens from PubChem.

These rows are one share of the data; rates above refer to the full screens.
